Bioassay records from PubChem.
EBV gp42 inh = Epstein-Barr virus gp42 inhibitors, primary screen, biochemical, uHTS, fluorescence polarization | Glycoprotein 42 (Epstein-Barr virus (strain AG876)), Q1HVG2 | Fluorescence polarization binding assay, mP read-out | inhibition, % (tested at 21.74 µM) | 0.42% of 220,000 active; in the data active means inhibition above about 50%
Tb hexokinase = Trypanosoma brucei hexokinase 1 inhibitors, primary screen, biochemical, G6PDH-coupled NADH absorbance, MLSCN library; inhibition, % at 10 µM; recombinant TbHK1, G6PDH-coupled NADH A340; 0.11% of 220,000 active; hexokinase 1 [Trypanosoma brucei]; AID 1430, 2008;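 active means inhibition of 50% or more in the single-dose primary screen; inactive means inhibition below 50%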
zVAD death inh = inhibitors of zVAD-triggered necroptosis, primary screen, L929 cells; AID 1377, 2008; 0.38% of 220,000 active; viability rescue, % at 10 µM; L929 zVAD necroptosis rescue, ATP luminescence, 24 h; with zVAD 60 µM;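 active means activation, scaled between plate controls, above about 75%, limit read from the data; inactive means activation under that limit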;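 further: 0% = zVAD with DMSO and 100% = DMSO alone without zVAD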
Hck-Nef inh = inhibitors of Nef-activated human Hck kinase, primary screen, biochemical, Z-Lyte FRET, 384-well, Hck-YEEI; AID 463187, 2010; Recombinant Hck-YEEI plus Nef, Z-Lyte FRET kinase assay; inhibition, % at 20 µM; 0.68% of 220,000 active;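 active means Hck-Nef kinase inhibition above about 50%, limit read from the data; inactive means inhibition below that limit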;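 further: 0% = DMSO with Hck plus Nef and 100% = Hck alone without Nef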
Target sequence (P08631 whole entry, looked up): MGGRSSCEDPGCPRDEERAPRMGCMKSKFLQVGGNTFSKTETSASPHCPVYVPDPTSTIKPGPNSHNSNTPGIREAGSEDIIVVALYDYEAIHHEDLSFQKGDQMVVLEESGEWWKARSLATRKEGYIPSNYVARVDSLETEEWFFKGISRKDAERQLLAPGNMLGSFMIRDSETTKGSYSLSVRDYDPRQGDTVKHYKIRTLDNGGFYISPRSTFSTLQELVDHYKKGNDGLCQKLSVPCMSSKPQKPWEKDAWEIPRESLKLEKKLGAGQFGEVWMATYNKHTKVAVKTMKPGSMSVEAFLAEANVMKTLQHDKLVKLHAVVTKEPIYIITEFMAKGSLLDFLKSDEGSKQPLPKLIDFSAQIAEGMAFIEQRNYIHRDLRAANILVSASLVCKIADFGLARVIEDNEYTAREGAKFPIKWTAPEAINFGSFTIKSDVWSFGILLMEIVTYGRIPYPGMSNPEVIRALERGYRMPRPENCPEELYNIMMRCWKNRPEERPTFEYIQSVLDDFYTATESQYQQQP
Runt-SMMHC FRET = inhibitors of RUNX1 Runt–CBFb-SMMHC binding, primary screen, biochemical, FRET, Cerulean-Runt, Venus-CBFb-SMMHC, uHTS | Runt-related transcription factor 1 (Homo sapiens) + Core-binding factor subunit beta … | Cerulean-Runt/Venus-CBFb-SMMHC FRET ratio 530/480, 1 h | inhibition, % at 20 µM | 0.74% of 220,000 active | AID 1434, 2008;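 active means mean inhibition across duplicate retests at 20 µM reaching about 50%, limit read from the data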;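 further: 0% = DMSO wells and 100% = wells with excess untagged CBFb-SMMHC; inhibitors lower the FRET ratio by blocking Runt binding to CBFb-SMMHC; some results filed as inactive read as strong as hits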
NCF1 inh = p47phox/p22phox peptide binding inhibitors, primary screen, biochemical, uHTS, NADPH oxidase regulatory subunit; fluorescence polarization, 2 h; 0.53% of 220,000 active; AID 1274, 2008; Neutrophil cytosol factor 1 (Homo sapiens), P14598; inhibition, % at 24.7 µM;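 active means inhibition above about 30%, limit read from the data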;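 further: 0% = p47phox with labelled peptide and 100% = labelled peptide alone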
Runt-CBFb FRET = inhibitors of RUNX1 Runt–CBFb binding, primary screen, biochemical, FRET, Cerulean-Runt, Venus-CBFb, uHTS. Cerulean-Runt/Venus-CBFb FRET ratio 530/480, 1 h. Runt-related transcription factor 1 (Homo sapiens) + Core-binding factor subunit beta …. inhibition, % at 20 µM. 0.46% of 220,000 active;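 active means inhibition over about 50% at 20 µM in the single-dose screen, limit read from the data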;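 further: 0% = DMSO wells and 100% = excess unlabeled CBFb competitor control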
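Measured by: fluorescence energy transfer, 422 nm excitation, 530/480 nm emission; test system: Cerulean-tagged RUNX1 Runt domain (FRET donor) fusion protein; buffer or medium: Tris pH 7.5 buffer with BSA; compound: one dose, 20 µM compound, 1% DMSO; times: two 1 h room-temperature incubations shielded from light; benchmarks: unlabeled CBFb 5 µM, positive control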
14-3-3 Bad PPI = inhibitors of 14-3-3 zeta/Bad binding, primary screen, biochemical, TR-FRET, bovine 14-3-3 zeta; 14-3-3 protein zeta/delta (Bos taurus), P63103; TR-FRET 14-3-3zeta/Dy647-pBad peptide displacement, 1 h; inhibition, % at 21.7 µM; 0.71% of 220,000 active;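 active means inhibition above about 70%, limit read from the data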;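 further: 0% = full 14-3-3 plus peptide FRET controls and 100% = background without 14-3-3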
Mdm2 ligase inh = MDM2-luciferase reporter signal enhancers, primary screen, MDM2 E3 ligase inhibitor project, cell-based, luminescence, 1536-well | cell-based MDM2 ubiquitination luciferase reporter, 2 h; 0 = plate control, 100 = twice control, blank-subtracted | signal enhancement, % at 5 µM | E3 ubiquitin-protein ligase Mdm2 (Homo sapiens), Q00987 | AID 1230, 2008 | 0.11% of 210,000 active;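 active means signal enhancement of 30% or more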;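 further: luminescence tracks abundance of the self-degrading MDM2-luciferase fusion protein; higher signal means inhibition of MDM2 E3 ligase activity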
Target sequence (Q00987 whole entry, looked up, the tested form may be a part): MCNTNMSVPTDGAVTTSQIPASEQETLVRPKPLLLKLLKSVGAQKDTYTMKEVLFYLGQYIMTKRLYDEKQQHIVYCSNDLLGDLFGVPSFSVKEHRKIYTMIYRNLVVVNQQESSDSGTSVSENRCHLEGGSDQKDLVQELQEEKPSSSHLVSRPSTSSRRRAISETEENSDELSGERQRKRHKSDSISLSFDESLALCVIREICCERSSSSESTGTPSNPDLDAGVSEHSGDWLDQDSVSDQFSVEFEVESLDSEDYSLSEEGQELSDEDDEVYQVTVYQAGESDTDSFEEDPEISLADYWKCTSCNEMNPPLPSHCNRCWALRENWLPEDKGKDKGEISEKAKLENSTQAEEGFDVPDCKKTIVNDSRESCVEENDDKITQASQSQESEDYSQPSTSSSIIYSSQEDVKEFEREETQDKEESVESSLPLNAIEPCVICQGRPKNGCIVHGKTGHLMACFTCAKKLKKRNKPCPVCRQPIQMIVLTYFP
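Timing – 2 h compound exposure at 37 °C · Assay system – mammalian cells stably expressing self-ubiquitinating, self-degrading MDM2 E3–luciferase fusion · Amount – 2000 cells seeded into each well · Measure – % luminescence enhancement versus blank-corrected plate control mean · Measured by – SteadyLite luminescence, 15 min reagent step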
* hit, by the source's call; . = no result given; [ ] = remark or other dose.

Structure	EBV gp42 inh	Tb hexokinase	zVAD death inh	Hck-Nef inh	Runt-SMMHC FRET	NCF1 inh	Runt-CBFb FRET	14-3-3 Bad PPI	Mdm2 ligase inh
C=CCn1c(SCCN2CCOCC2)nc2c1c(=O)[nH]c(=O)n2C	-9	1	1.3	3	-2	-2	-1	-7	-15
CCCC/S(C)=N/S(=O)(=O)c1ccc(C)cc1 (configuration not stated)	-6	-6	.	3	-1	-4	0	3[fluorescence artefact?]	12
O=S(=O)(NC1CC1)c1ccc(S(=O)(=O)N2CCCc3ccccc32)cc1	-2	2	2.1	1	2	-11	-3	-12	-4
CS(=O)(=O)Nc1ccc(C(=O)NC2CC3CCC2C3)cc1 (configuration not stated)	-5	-8	0.1	1	3	-4	0	9	7
Cc1ccccc1CN(c1ccc(C(=O)Nc2cccnc2)cc1)S(C)(=O)=O	-11	2	-0.4	-1	0	-7	-2	15	2
Cc1c(CN(C)C)c2c(n1Cc1ccccc1)C(=O)c1ccccc1-2	-2	2	-1.3	-14	3	-8	-1	-8[fluorescence artefact?]	-15
Cc1cccc(-n2ncc(C#N)c2N)c1	-17	1	0.6	1	1	172*	-1	.	4
CC(Sc1nnc2ccccn12)C(=O)Nc1ccc2c(c1)OCCO2 (configuration not stated)	-9	3	0.7	9	-1	-7	-1	2	-8
CCN(CC)c1ccc(C(=O)n2cnc3ccccc32)cc1	-9	-21	0.6	2	-2	-17	-4	26	-21
Cc1cccc(-c2noc(CNC(=O)Nc3ccc(F)cc3)n2)c1	7	12	-0.7	-5	2	-10	1	-6	-17
COc1ccc(C(OC(=O)c2ccco2)C(=O)NCc2ccco2)cc1 (configuration not stated)	-9	10	-0.3	0	0	-8	0	5	1
NC(=O)CC(NC(=O)c1ccccc1)c1ccc(N2CCC(Br)CC2)c([N+](=O)[O-])c1 (configuration not stated)	-23	-5	-0.1	32	1	-5	0	-4	18
N#Cc1cnc(NN)nc1	-18	0	-0.1	-9	-5	3	2	-5	3
COc1cc(C)ccc1OCCCCN1CC(C)OC(C)C1 (configuration not stated)	-1	-5	-0.1	0	-2	-10	0	25[fluorescence artefact?]	-21
Cc1ccc2nc3c(nc2c1C)C(O)=C3O	-15	-22	0.3	2	-3	-18	0	10	-8
Cc1cc(O)c2c(c1)C(O)(C1OC(CO)C(O)C(O)C1O)c1cccc(O)c1C2=O (configuration not stated)	-14	-63	4.0	-4	-4	5	-6	1	.
COc1ccc(CCNC(=O)C2CCN(S(=O)(=O)N3CCC4(CC3)OCCO4)CC2)cc1OC	-8	-6	.	6	2	-5	1	-1	-11
CCCC1O[C@@H]2C[C@H]3[C@@H]4CCC5=CC(=O)C=C[C@]5(C)[C@H]4[C@@H](O)C[C@]3(C)[C@]2(C(=O)CO)O1 (some centres not stated)	-6	-1	59	2	1	3	-2	-3	.
Cc1ccccc1C(=O)NC(=S)NC1CCSC1=O (configuration not stated)	-21	34	0.6	6	2	-8	0	-1	-8
S=C1NCN(Cc2ccco2)CN1CCc1ccccc1	-5	-6	0.0	8	1	-5	0	-2	0

Record cards, as listed above. Screens in order: EBV gp42 inh	Tb hexokinase	zVAD death inh	Hck-Nef inh	Runt-SMMHC FRET	NCF1 inh	Runt-CBFb FRET	14-3-3 Bad PPI	Mdm2 ligase inh
CCCC1O[C@@H]2C[C@H]3[C@@H]4CCC5=CC(=O)C=C[C@]5(C)[C@H]4[C@@H](O)C[C@]3(C)[C@]2(C(=O)CO)O1 (some centres not stated) is listed as -6	-1	59	2	1	3	-2	-3	.
O=S(=O)(NC1CC1)c1ccc(S(=O)(=O)N2CCCc3ccccc32)cc1 is listed as -2	2	2.1	1	2	-11	-3	-12	-4

The listing continues:
Structure	EBV gp42 inh	Tb hexokinase	zVAD death inh	Hck-Nef inh	Runt-SMMHC FRET	NCF1 inh	Runt-CBFb FRET	14-3-3 Bad PPI	Mdm2 ligase inh
COc1ccc(CN2C(=O)c3ccccc3C2C(=O)NCc2cccnc2)c(OC)c1 (configuration not stated)	-5	-3	1.4	-2	4	9	-2	4	1
NC(=O)NC(=O)C[n+]1cccc(/C=N/O)c1	-2	2	1.0	20	0	-5	0	-6	-3
CN1CCN(c2ccc(Cl)cc2NC(=O)c2nn(-c3ccccc3)c(=O)c3ccccc23)CC1	-27	7	-0.1	2	-4	1	-2	1[fluorescence artefact?]	-10
COc1cc(/C=C/C(=O)N2CCN(CC(O)COc3ccccc3)CC2)cc(OC)c1OC (configuration not stated)	-2	-11	0.3	0	0	-3	-3	22	-13
COc1ccc(CC(=O)Nc2cc(=O)n(C)c(=O)n2C)cc1OC	-1	-2	1.1	16	1	16	0	-5	3
CC1(C)CC(=O)C(C=NCC2CCN(C(=O)Cc3ccccc3)CC2)=C(O)C1	-3	0	2.7	-18	3	-11	0	-4	-2
O=C(CSc1nnc(-c2ccco2)o1)NC1CCCCC1	-27	2	0.1	0	-3	-5	-1	4[fluorescence artefact?]	-10
COCCN1C(=O)c2ccccc2C(C(=O)N2CCN(c3ccccc3)CC2)C1c1ccc(F)cc1 (configuration not stated)	-20	-8	-0.4	1	0	-5	1	-17[fluorescence artefact?]	-5
COCCn1c(NC(=S)NC(=O)C23CC4CC(CC(C4)C2)C3)cc(=O)[nH]c1=O	-10	-6	-0.3	21	-4	-11	-2	0	.
Cn1c(=O)c2cc(S(=O)(=O)NC(Cc3ccccc3)C(=O)NCC3CCCO3)ccc2n(C)c1=O (configuration not stated)	-8	6	1.6	18	-2	0	0	9	-15
COc1ccc(-c2nc(C#N)c(NCc3ccccc3Cl)o2)cc1	-30	0	-1.7	3	-10	-1	0	3	-17
CCOc1ccc(N(CC(=O)Nc2ccc(F)c(F)c2)S(=O)(=O)c2c(C)noc2C)cc1	-3	-1	3.5	1	4	-4	0	-2	-21
CCN(CC)c1ccc(/C=N/N2CCN(Cc3ccccc3Cl)CC2)c(O)c1	-5	-36	1.6	-9	0	11	6	-10	-1
CC(C)COc1ccc(C(=O)N2C(=O)c3ccc(N)cc3C2=O)cc1	-9	-6	0.4	20	-5	-8	2	0	-9
Cn1nnnc1SCC(=O)N(C1CCCCC1)C1CCS(=O)(=O)C1 (configuration not stated)	-12	0	1.5	33	-4	-4	0	-6	-4
CC(C)n1c(NCc2ccc(Cl)cc2)nc2ccccc21	-3	-4	-0.1	17	0	-2	-3	1	-18
O=C(O)/C=C/c1cccc(NS(=O)(=O)c2ccccc2)c1	-15	32	-0.1	1	2	-9	1	-11[fluorescence artefact?]	-12
CCCOC(=O)c1cccc(NC(=O)C(C)(C)C)c1	-19	-2	11	2	1	-15	1	-8	-28
Fc1ccccc1C(c1nnnn1C1CCCC1)N1CCN(Cc2ccccc2)CC1 (configuration not stated)	85*	-2	-0.2	1	1	-1	0	19	-2
Cc1cccc(CN2C(=O)c3ccccc3Sc3ccc(C(=O)O)cc32)c1	-2	16	-0.1	31	-1	-2	-1	-1	-4
Cc1cccc(Oc2ccc(Cl)cc2N)c1	-5	10	-0.1	25	-3	-6	-2	5	-12
CCOC(=O)C1C(=O)NC(c2ccccc2)=NC1c1cccc(Br)c1 (configuration not stated)	7	5	0.8	18	-2	5	1	-6	-9
Cc1ccc(S(=O)(=O)N2CCc3ccccc3C2CC(=O)O)cc1 (configuration not stated)	-16	-5	-0.5	1	-3	-1	2	6	-9
N/C(=N\OC(=O)c1ccc(Cl)c(Cl)c1)c1cccc(CSc2ccccn2)c1	-11	-8	-0.2	7	0	-10	0	0	-1
N#C/C(=C\c1ccc(C(=O)O)cc1)c1nc2sc3c(c2c(=O)[nH]1)CCCC3	16	-6	0.3	13	-217	104*	-72	38	-6
CCCCCCn1cc(C(=O)OCC)c(=O)c2cc(F)c(F)cc21	-13	-2	-0.5	17	4	-9	4	2	-7
COc1cc(C(=O)OCC(=O)c2c(N)n(C)c(=O)n(C)c2=O)ccc1OCCC(C)C	-2	-4	1.0	32	4	-3	0	29	4
O=S(=O)(N/N=C/c1ccc(OC2CSC2)cc1)c1ccccc1	-16	-8	-0.8	2	2	-10	-1	11	6
CCCCNC(=O)CSc1nc2ccc(C)cc2[nH]1	-4	3	0.5	30	1	-1	-2	-10	-9
O=C1c2ccccc2C(Nc2ccc(Cl)cn2)N1Cc1ccccc1 (configuration not stated)	-9	-1	0.6	4	-1	-3	0	14	-4
CCCCC(=O)NNC(=S)NC(=O)c1ccc(C)cc1	-26	-1	-0.3	18	3	1	13	-17	-30
Clc1ccc(-c2nnc(-c3ccccc3)c(-c3c[nH]c4ccccc34)n2)cc1	2	-13	0.7	12	-28	-4	-27	4	.
CCCn1c(N)cc(=O)n(CCC)c1=O	0	3	0.1	-2	-1	-7	-1	-8	-10
CCOC(=O)N1N=C(c2ccccc2)CC1(O)C(C)(F)F (configuration not stated)	-3	2	-0.1	4	0	-4	0	-17	-16
Cn1cccc1Cc1nnc(SCC(=O)Nc2ccccc2F)n1CCc1ccccc1	-9	-7	0.6	17	0	-14	-1	10	-11
Cc1ccc(S(=O)(=O)N(C)C)cc1NC(=O)CCNC(=O)c1ccccc1Cl	0	-1	1.8	0	1	1	2	6	-16
Nc1sc(-c2ccccc2)cc1C(=O)O	-14	-30	-0.3	-2	-6	-1	5	-3	-12
CCOc1ccc(C(=O)N(CN2CCCC2=O)c2ccc(C)cc2)cc1	-11	-4	-0.2	0	2	-17	1	-3[fluorescence artefact?]	.
Cn1c(=O)[nH]c(=O)c2c1nc(CN1CCN(c3ccccc3F)CC1)n2CCc1ccccc1	-19	-6	-0.1	33	-1	-11	1	-3	0
O=C(CN1C2=NCCCN2c2ccccc21)c1ccc(Br)s1	-33	4	-0.4	0	-1	-12	0	6	-15
O=C(CSc1nc2ccccc2s1)c1cc2ccccc2o1	-62	8	-0.5	6	-7	-185	1	-1	-6
COC(=O)c1ccc(N2CCCCC2)c(NS(=O)(=O)c2ccc(C)cc2)c1	-12	2	-0.2	1	-2	-23	0	-14	-11
CCN(C(=O)CCN1C(=O)c2ccccc2C1=O)C1CCCCC1	3	3	-0.2	3	-4	7	-2	-5	-5
CCCc1n(CC)c2ccccc2[n+]1CC(O)COC1CCCCC1 (configuration not stated)	-7	4	0.5	-1	2	-10	.	15	-26
Cc1ccc(C)c(NC(=O)c2c(Cl)nc3ccccn23)c1	-4	2	2.7	6	0	-9	0	2	-2
